# PhoP GFP inhibition: PhoP regulon inhibitors, Salmonella typhi PhoP promoter GFP reporter, confirmatory (AID 1850); Salmonella Typhi PhoP-promoter GFP reporter, fluorescence, 4 h; higher % means a stronger effect; hit rate 0.33% among 310,000; one-dose inhibition, % at 50 µM; IC50 in µM for titrated hits; in the data active = a potency from the dose series; inconclusive = inhibition mostly from about 25% at the one dose, without a potency; inactive = the rest, 99 in 100 with inhibition below about 19%;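 note: 0% = induced wells with vehicle and 100% = uninduced wells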
# VEEV TC-83 Vero: inhibitors of VEEV TC-83 cytopathic effect, confirmation, Vero cells (AID 588727); Vero cells, VEEV TC-83 cytopathic effect inhibition; higher % means a stronger effect; hit rate 0.13% among 350,000; one-dose inhibition, % at 20 µM; IC50 in µM for titrated hits; in the data active = a potency from the dose series; inconclusive = inhibition mostly from about 14% at the one dose, without a potency; inactive = the rest, 99 in 100 with inhibition below about 12%; note: strong numbers were not always called active
# M. tuberculosis: growth inhibition of non-replicating M. tuberculosis (AID 488890); inhibition, % at 25 µM; hits with a dose series show IC50 in µM; Mycobacterium tuberculosis non-replicating, growth inhibition; higher % means a stronger effect; hit rate 0.39% among 320,000; in the data active = a potency from the dose series; inconclusive = inhibition mostly from about 82% at the one dose, without a potency; inactive = the rest, 99 in 100 with inhibition below about 76%;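 note: plate controls were DMSO cells for no effect and high antibiotic wells for full effect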
# M. tuberculosis HTS: M. tuberculosis growth inhibition, HTS (AID 449762); one-dose inhibition, % at 25 µM; IC50 in µM for titrated hits; hit rate 0.59% among 330,000; M. tuberculosis H37Rv growth inhibition, 7H9 media; higher % means a stronger effect; in the data active = a potency from the dose series; inconclusive = inhibition above about 70% without an active follow-up result;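 note: bacterial growth assessed after seven days of incubation; strong numbers were not always called active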
# influenza NS1A: H1N1 influenza NS1A inhibitors, functional cell based assay (AID 504329) | NS1A functional cell-based assay, percent inhibition; higher % means a stronger effect | inhibition, % at 12.5 µM; hits with a dose series show IC50 in µM | hit rate 0.3% among 340,000; in the data active = a potency from the dose series; inconclusive = inhibition above about 27% without an active follow-up result; note: strong numbers were not always called active
# VEEV TC-83 Vero 10K pilot screen: recorded beside VEEV TC-83 Vero, whose call it bears; inhibition, %; measured here: 10K pilot screen inhibition
# Active calls of the source: *; i = inactive; u = inconclusive; x = not tested or not shown.
SMILES,PhoP GFP inhibition,VEEV TC-83 Vero,M. tuberculosis,M. tuberculosis HTS,influenza NS1A,others
COC(=O)Cn1cc(C(=O)C2CC2)c2ccccc21,-7%,0.4%,-6%,-7%,4%,
CCSc1nc2sc3c(c2c(=O)n1-c1ccc(OC)cc1)CCN(C)C3,17%,0.6%,73%,2%,29%,
CCOc1ccc(NC(=O)C2CCC(CNc3c(N4CCOCC4)c(=O)c3=O)CC2)cc1 (configuration not stated),-6%,i,x,-14%,31%,
CSc1ccccc1NC(=O)CN(C)C(=O)/C=C/c1ccccc1,x,2.1%,25%,-9%,-2%,
COCc1ccc(CN2CCCC(CO)(Cc3ccccc3)C2)o1 (configuration not stated),5%,i,5%,-11%,-3%,
CC1=C(C(=O)N2CCCCC2)C(c2cccs2)NC(=O)N1 (configuration not stated),2%,i,-3%,-3%,3%,
COc1ccc(N2CCN(C(=O)c3ccc(N4C(=O)NC5CC4(C)Oc4ccccc45)cc3)CC2)cc1 (configuration not stated),-1%,1.9%,18%,-7%,6%,
Cc1cc2ccccn2c1C(=O)c1ccc([N+](=O)[O-])cc1[N+](=O)[O-],0%,0.5%,-5%,-2%,15%,
CCCNC(=O)c1cccc(Br)c1,8%,1.3%,-9%,5%,-3%,
O=c1nc2ccccc2c2n1CC(CN1CCN(c3ccc(F)cc3)CC1)N2 (configuration not stated),-1%,4.2%,-6%,-11%,-5%,
CC(Oc1ccccc1)c1ccnc2nc(N3CCOCC3)nn12 (configuration not stated),4%,1.3%,-19%,-8%,-7%,
Cn1c2ccccc2c2cc(/C=N/NC(=O)c3cc(O)cc(O)c3)ccc21,-6%,6.6%,x,2%,-4%,
CN(C)CCCn1c(N)c(C#N)c2nc3ccccc3nc21,3%,7.0%,4%,-8%,x,
CCOc1ccc(-c2c(C(=O)N/N=C/c3ccc(C)o3)nnn2-c2nonc2N)cc1,7%,2.4%,7%,6%,5%,
Cc1ccc(N=Nc2c(O)[nH]c3ccc(F)cc23)cc1,-36%,4.5%,16%,7%,-16%,
C=C(C)C1CC=C(C)/C(=N/NC(=O)COc2ccccc2Cl)C1 (configuration not stated),1%,2.1%,55%,0%,0%,
O=C(Nc1ccccc1Cl)c1ccc2ccccc2c1,-2%,1.1%,22%,11%,-15%,
CCOC(=O)/C=C1\CC(=O)Nc2cc(C)c(C)cc2N1,-1%,0.5%,5%,-8%,2%,
Cn1c(=O)c(C(=O)NNC(=O)c2ccc(Br)cc2)c(O)c2ccccc21,7%,i,u,u,-3%,
COc1ccc(CNC(=O)Cn2cnc3c(NCc4ccccc4)ncnc32)cc1,x,i,x,x,5%,
O=C(O)COc1ccc(F)cc1Br,28%,1.6%,-1%,7%,-6%,
CCC(C)[C@H](NC(=O)NCc1cccs1)C(=O)OC (some centres not stated),-7%,0.6%,5%,-1%,-16%,
COc1cc(NC(=O)Cn2cnc3c(SC)nc(N)nc32)cc(OC)c1OC,x,0.4%,5%,-1%,14%,
COc1ccc(Br)cc1C(=O)NC(=S)Nc1ccc2[nH]c(=O)[nH]c2c1,11%,1.6%,-7%,9%,-10%,
C=CCN(c1ccccc1)S(=O)(=O)c1cccc(C(=O)Nc2cccc(C)n2)c1,-6%,12%,28%,-4%,-12%,
Cc1c(OC(C)C(=O)NCC2CCC(C(=O)O)CC2)ccc2c(-c3ccccc3)cc(=O)oc12 (configuration not stated),-9%,0.8%,0%,-11%,3%,
Cc1ccc(C2(c3ccc(C)cc3)NC(=O)N(Cc3c(C)noc3C)C2=O)cc1,6%,4.3%,32%,1%,-8%,
COc1cc(/C=C2\N=C(c3ccccc3)NNC2=O)cc(OC)c1OC,3%,9.7%,18%,8%,3%,
COc1ccc(S(=O)(=O)N(C(=O)c2ccncc2)c2ccc(OC(=O)c3ccncc3)cc2)cc1,2%,1.3%,-21%,0%,-11%,VEEV TC-83 Vero 10K pilot screen=0.8
Cc1cc(C)cc(C(=O)NC2CC(C)(C)NC(C)(C)C2)c1,-8%,i,-7%,-7%,-3%,
NC(=O)Cn1cc(C(=O)c2cccs2)c2ccccc21,-11%,0.2%,-22%,-10%,-10%,
O=C(CCN1C(=O)c2ccccc2C1=O)C1=NN[C@@H]2C(=O)N(c3ccc(F)cc3)C(=O)[C@H]12,-10%,1.2%,-14%,-1%,3%,
Cc1csc(NC(=O)NCC2CCCC(CNC(=O)Nc3nc(C)cs3)C2)n1 (configuration not stated),-7%,3.5%,40%,u,0%,
COc1ccc(CCNS(=O)(=O)c2cccc(F)c2)cc1OC,-6%,i,-4%,0%,1%,
COc1ccc(C(=O)NC2CCCc3c2cnn3-c2ccc(C)c(C)c2)c(OC)c1OC (configuration not stated),-32%,4.6%,13%,5%,7%,
Cn1c(=O)c2c(ncn2CC(=O)Nc2nc3ccc(F)cc3s2)n(C)c1=O,4%,0.9%,40%,33%,0%,
CCc1cccc(OCCCCNCCOC)c1,3%,0.6%,-2%,0%,-1%,
COC(=O)Oc1nsnc1N1CCOCC1,-24%,0.4%,2%,1%,-8%,
O=S(=O)(c1cccc2ccccc12)N1CCSC1,5%,0.5%,1%,-2%,4%,
CCCCOc1cc(NCc2ccccc2)c2ncn(C(C)C)c2c1,x,i,39%,u,9%,
O=C(Nc1ccc(C2CC2(Cl)Cl)cc1)c1cccc([N+](=O)[O-])c1 (configuration not stated),-2%,0.4%,56%,13%,-7%,
Cc1ccc(C)c(NC(=O)CSc2nnc([C@@H](N)Cc3ccccc3)o2)c1,1%,2.5%,-1%,-9%,1%,
CC(=O)c1cccc(S(=O)(=O)Nc2cccc(S(=O)(=O)NC3=NCCC3)c2)c1,-3%,0.6%,-13%,-1%,36%,
CC1(C)Cc2nc3sc4c(SCC(=O)NC(c5ccccc5)c5ccccc5)ncnc4c3cc2CO1,1%,6.2%,-3%,2%,5%,
Cc1ccccc1C(=O)N1CCC(C(=O)NC(C)c2ccc(-n3ccnc3)cc2)CC1 (configuration not stated),-5%,i,-6%,-4%,-8%,
COc1ccc(C(NC=O)c2cc(OC)c(OC)cc2Br)cc1OC (configuration not stated),2%,0.5%,-12%,8%,1%,VEEV TC-83 Vero 10K pilot screen=0.0
COc1cccc(NC(=O)c2ccc(-c3ccccc3[N+](=O)[O-])o2)c1,3%,4.9%,u,u,7%,
C=CCn1c(SCc2ccccc2)nc(O)cc1=O,4%,0.3%,16%,0%,-5%,
CCN(CC)S(=O)(=O)c1ccc(N2CCOCC2)c(NC(=O)c2cccc3c(=O)c(C)c(-c4ccccc4)oc23)c1,9%,4.7%,61%,3%,4%,
CN1CCN(C(=O)COc2ccc(Oc3ccccc3)cc2)CC1,2%,1.1%,16%,-3%,0%,
# Other compounds follow.
SMILES,PhoP GFP inhibition,VEEV TC-83 Vero,M. tuberculosis,M. tuberculosis HTS,influenza NS1A,others
COc1cc(C=O)ccc1OCCOCCOc1c(C)cc(Cl)cc1Cl,11%,1.5%,u,0%,-5%,
COc1ccc(N2CCN(C(=O)C(Cc3ccccc3)n3cccc3)CC2)cc1 (configuration not stated),-1%,0.8%,36%,-5%,18%,VEEV TC-83 Vero 10K pilot screen=0.9
Cc1ccc(C)c(NC(=S)N2CCN(Cc3ccccc3)CC2)c1,-2%,0.3%,-11%,0%,-9%,
CCOc1cccc2cc(C(=O)N3CC(C)OC(C)C3)c(=O)oc12 (configuration not stated),3%,i,-11%,1%,-6%,
COc1ccc(-c2nnc(SCC(=O)N3CCC(Cc4ccccc4)CC3)o2)cc1OC,-1%,i,66%,-4%,5%,
CC(=O)Nc1ccc(/C=N/NC(=O)c2cccs2)cc1,6%,0.3%,62%,8%,-3%,
CC(C)CN1C(=O)c2ccc(C(=O)Nc3nccs3)cc2C1=O,-7%,0.5%,13%,4%,8%,
COc1ccc(OC)c2sc(N3CCN(C(=O)c4ccc([N+](=O)[O-])s4)CC3)nc12,11%,2.4%,u,u,13%,
Cc1ccc(C)c(N2CCN(C(=O)CN3C(=O)c4ccccc4C3=O)CC2)c1,3%,i,12%,7%,-5%,
COc1ccc2nc(NC(=O)CSc3nnc(C)s3)sc2c1,7%,4.5%,2%,7%,-3%,
Cc1nc(NC(=O)c2cc3c(C)nn(-c4ccccc4)c3s2)sc1C(=O)Nc1ccccc1,-10%,11%,25%,30%,0%,
CCOc1ccccc1N1CCN(C(=S)NC(=O)C23CC4CC(CC(C4)C2)C3)CC1,-1%,0.4%,0%,7%,2%,
O=S(=O)(c1ccc(-n2cnnn2)cc1)N1CCN(c2ccccc2F)CC1,-4%,1.0%,-7%,-2%,-7%,
CN(Cc1ccccc1)C(=O)c1cccc(N2C(=O)NC3CC2(C)Oc2ccccc23)c1 (configuration not stated),-3%,7.0%,18%,27%,-4%,
Cc1sc2nc(COC(=O)c3ccc(N4CCCC(C)C4)c([N+](=O)[O-])c3)[nH]c(=O)c2c1C (configuration not stated),18%,6.9%,59%,25%,0%,

# From PubChem
